# Bioassay records: PubChem, several laboratories
# Anthrax LF inh2: blocks Bacillus anthracis lethal factor protease | AID 588501 | P15917 | multiplex microsphere protease cleavage assay, LF | inhibition, % at 10 µM | hit rate 0.12% among 360,000; in the data active = inhibition above about 30%; inconclusive = no clear call, values can overlap the other calls; also: plate controls were buffer without enzyme for full effect and enzyme alone for no effect
# Target sequence (P15917 whole entry, looked up): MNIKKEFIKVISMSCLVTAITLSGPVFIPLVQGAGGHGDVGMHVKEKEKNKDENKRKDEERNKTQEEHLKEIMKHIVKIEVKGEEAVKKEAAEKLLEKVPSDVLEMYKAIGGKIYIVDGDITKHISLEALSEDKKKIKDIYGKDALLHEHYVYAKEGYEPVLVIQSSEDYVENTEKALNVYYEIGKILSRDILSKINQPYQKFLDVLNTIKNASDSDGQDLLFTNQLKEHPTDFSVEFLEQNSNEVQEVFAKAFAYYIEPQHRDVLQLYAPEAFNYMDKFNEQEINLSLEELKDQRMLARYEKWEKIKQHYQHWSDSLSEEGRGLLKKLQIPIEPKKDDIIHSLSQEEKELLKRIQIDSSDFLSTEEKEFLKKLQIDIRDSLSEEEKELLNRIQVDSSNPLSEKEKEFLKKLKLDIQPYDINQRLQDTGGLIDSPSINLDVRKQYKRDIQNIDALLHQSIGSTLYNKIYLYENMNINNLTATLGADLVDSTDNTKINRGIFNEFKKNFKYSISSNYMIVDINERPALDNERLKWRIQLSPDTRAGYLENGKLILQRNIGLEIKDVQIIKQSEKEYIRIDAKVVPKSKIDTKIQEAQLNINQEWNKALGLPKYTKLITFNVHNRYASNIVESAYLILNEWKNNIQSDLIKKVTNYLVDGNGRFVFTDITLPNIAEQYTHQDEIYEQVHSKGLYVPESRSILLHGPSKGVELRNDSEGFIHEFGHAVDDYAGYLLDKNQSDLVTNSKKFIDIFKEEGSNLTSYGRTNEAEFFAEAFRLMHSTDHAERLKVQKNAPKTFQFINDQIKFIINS
# TcdB GH inh: TcdB glycohydrolase inhibition | inhibition, % at 9.99 µM | AID 652162 | TcdB glycohydrolase enzymatic assay, plate reader | P18177 | hit rate 0.24% among 350,000; in the data active = inhibition above about 10%
# PfHsp40 rescue: compounds rescuing yeast from Plasmodium falciparum HSP40 toxicity; AID 504582; hit rate 0.68% among 340,000; S. cerevisiae expressing PfHsp40, growth rescue, ATP luminescence; growth rescue, % at 12.5 µM; in the data active = growth rescue above about 28%, passing the limit was not always enough; inconclusive = no clear call, values can overlap the other calls;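 also: yeast W303a lacking pdr1 and pdr3 grown in galactose medium; growth measured after three days at 30 °C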
# Yp Topo-I inh: Y. pestis Topo-I inhibition via cleavage products; Y. pestis Topo-I cleavage product accumulation, plate reader; activity, % at 10 µM; hit rate 0.064% among 360,000; in the data active = activity above about 50%, passing the limit was not always enough; inconclusive = no clear call, values can overlap the other calls; also: inactives centre near 2
# DUSP3 inh: blocks human VHR1 dual specificity phosphatase | inhibition, % at 13.3 µM | hit rate 0.52% among 290,000 | P51452 | AID 1654 | recombinant VHR phosphatase, pNPP absorbance; in the data active = inhibition above about 50%; also: some compounds called inactive have numbers as strong as hits
# Target sequence (P51452 whole entry, looked up): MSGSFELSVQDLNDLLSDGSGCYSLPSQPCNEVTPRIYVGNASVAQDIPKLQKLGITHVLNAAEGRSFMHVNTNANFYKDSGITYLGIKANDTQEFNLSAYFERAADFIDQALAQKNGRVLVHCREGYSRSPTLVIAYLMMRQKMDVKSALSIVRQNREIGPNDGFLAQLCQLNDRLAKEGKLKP
# Rv3671c protease: inhibitors of M. tuberculosis serine protease Rv3671c; P9WHR9; inhibition, % at 5.96 µM; hit rate 0.048% among 320,000; in the data active = inhibition above about 38%;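 also: extracellular domain of Rv3671c used as enzyme; 0% = enzyme with DMSO and 100% = no enzyme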
# MazF activator: MazEF (E. coli) toxin RNase activation; activation, % at 20 µM; AID 504720; P0AE70; hit rate 0.32% among 350,000; FAM/BHQ RNA-DNA oligo cleavage fluorescence, 5 h; in the data active = activation above about 50%
# BH1578 lux ind: inducers of Vibrio cholerae quorum light production without autoinducers; V. cholerae BH1578 lux reporter, luminescence, 6 h; activation, % at 18.7 µM; hit rate 0.16% among 350,000; AID 588436; in the data active = activation mostly above about 9.7%, no sharp cut-off; inconclusive = no clear call, values can overlap the other calls; inactive = mostly below about 3.7%; also: not every result past the cut was called active; inactives centre near 0; reference of the scale not given here
# SSB-PriA inh: K. pneumoniae PriA-SSBct interaction inhibition; hit rate 0.6% among 430,000; AlphaScreen SSBct-PriA binding, biotinylated peptide; AID 1272365; inhibition, % at 33 µM; in the data active = inhibition mostly above about 37%, no sharp cut-off; inactive = mostly below about 20%;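 also: plate controls were negative control peptide for no effect and reference peptide for full effect; strong numbers were not always called active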
# SARS 3CLpro inh: SARS-CoV 3CLpro protease inhibition; inhibition, % at 6 µM; hit rate 0.14% among 290,000; P0C6X7; recombinant SARS-CoV 3CLpro, quenched FRET peptide cleavage; in the data active = inhibition above about 12%
# The depositor's hits bear a star; i = inactive; ? = inconclusive; . = not tested or not shown; & = joins results of further samples. The list is partial; rates above refer to the full screens.
SMILES,Anthrax LF inh2,TcdB GH inh,PfHsp40 rescue,Yp Topo-I inh,DUSP3 inh,Rv3671c protease,MazF activator,BH1578 lux ind,SSB-PriA inh,SARS 3CLpro inh
C=C[C@@]1(C)CC(=O)[C@]2(O)[C@@]3(C)[C@@H](O)CCC(C)(C)[C@@H]3[C@H](OC(C)=O)[C@H](O)[C@@]2(C)O1,6.2,0.6,-0.7,-0.7,.,11.2,-0.4,-0.4,-7.0,.
CCCCn1c(N)c(N(CC(C)C)C(=O)c2c(CC)noc2C)c(=O)[nH]c1=O,.,1.3,-1.6,6.9,.,9.5,8.3,-0.6,-4.8,.
CC(C)(C)NC(=O)CN(C(=O)CS(=O)CC(=O)Nc1ccc(F)cc1)c1ccc(Cl)cc1 (stereo not given),0.5,.,1.8,18.9,11.9,0.7,0.5,2.6,-12.6,1.0
CS(=O)(=O)Nc1ccc(C(=O)N2CCN(c3ccccc3F)CC2)cc1,0.8,.,-0.6,-9.8,24.0,4.8,4.4,-0.7,-28.1,1.6
Cc1ccc(N=C2NC(=O)/C(=C/c3cccn3C)S2)cc1C,7.3,0.0,.,9.3,21.0,1.3,-6.0,i,3.3,2.6
COc1cccc2sc(NNC(=O)c3nc4ccccc4s3)nc12,-2.5,0.4,-0.1,-0.1,-7.3,9.6,0.0,-0.3,11.0&-9.0,4.7
CSc1nc(-c2ccc(F)cc2)cc(=O)[nH]1,-1.0,-0.7,-0.2,3.1,15.3,8.0,-2.8,-0.4,-0.9,3.9
NS(=O)(=O)c1ccc(CCNCc2cc(Br)ccc2OCc2ccccc2F)cc1,-0.1,1.7,-0.4,2.4,16.0,2.5,3.7,-0.5,-1.1,5.0
CC(=O)CSc1ncnc2c1cnn2-c1ccccc1,-0.1,1.1,1.3,-1.2,1.6,-9.2,-6.2,0.8,-12.5,-2.1
CCCCNC(=S)NNC(=O)c1c(C)nc2ccccn12,1.6,-6.2,-0.7,10.0,9.9,8.0,9.0,-0.3,0.0,5.3
Cc1ccc(/C=N/NC(=O)C(NC(=O)c2ccccc2)c2n[nH]c(=O)c3ccccc23)cc1 (stereo not given),7.4,.,0.6,33.2,20.9,-8.0,-1.9,-0.3,.,2.5
Cc1cc(NC(=O)Cn2nnc(-c3ccccc3NC(=O)c3ccccc3F)n2)no1,1.6,-0.8,1.2,-2.6,27.4,-3.3,0.3,i,-10.2,-2.8
Cc1ccc(S(=O)(=O)NCCC(=O)NCCCSc2ccccc2)cc1,-4.7,1.8,0.4,23.4,.,11.6,0.0,i,2.2,.
COc1ccc(C(c2c(O)nc(SC)n(C)c2=O)c2c(O)nc(SC)n(C)c2=O)cc1O,0.2,0.4,1.0,-0.8,0.1,0.1,1.4,-0.1,1.7,2.8
CCOC(=O)Nc1sc(NS(=O)(=O)c2ccccc2)nc1C,-9.6,.,1.0,-11.4,23.2,-4.9,4.1,.,0.0,-0.8
O=C(O)CCc1ccc(-c2ccc(Br)cc2)n1-c1cccc(O)c1,-12.2,-2.2,1.8,-1.3,9.6,2.6,-12.6,0.6,-4.1,3.2
N#Cc1c(N)nc(N)nc1Nc1ccc(Br)cc1,-11.4,1.9,0.9,3.1,22.8,-3.3,6.0,i,-10.8,-1.3
Cc1cc(Oc2ccccc2)nc(OCC#N)n1,-0.2,.,-2.1,-0.9,-5.8,-0.3,-0.8,.,-15.2,0.3
Cc1ccc(-c2nc(NC(=O)c3nn(C)cc3[N+](=O)[O-])sc2C)cc1C,-0.7,0.9,0.2,35.3,10.5,3.6,-1.0,-3.3,-0.7,-5.8
COc1ccccc1C(=O)NCCC(=O)N1CCN(S(=O)(=O)c2cccc(Cl)c2)CC1,?,0.1,1.7,25.0,.,-4.4,2.8,i,-8.0,.

# Among those listed so far, these contain a cyano group:
SMILES,Anthrax LF inh2,TcdB GH inh,PfHsp40 rescue,Yp Topo-I inh,DUSP3 inh,Rv3671c protease,MazF activator,BH1578 lux ind,SSB-PriA inh,SARS 3CLpro inh
N#Cc1c(N)nc(N)nc1Nc1ccc(Br)cc1,-11.4,1.9,0.9,3.1,22.8,-3.3,6.0,i,-10.8,-1.3
Cc1cc(Oc2ccccc2)nc(OCC#N)n1,-0.2,.,-2.1,-0.9,-5.8,-0.3,-0.8,.,-15.2,0.3

# Next section
SMILES,Anthrax LF inh2,TcdB GH inh,PfHsp40 rescue,Yp Topo-I inh,DUSP3 inh,Rv3671c protease,MazF activator,BH1578 lux ind,SSB-PriA inh,SARS 3CLpro inh
CCCCCn1c(N(C)Cc2ccccc2)nc2c1c(=O)[nH]c(=O)n2C,-3.7,-1.0,-0.7,40.2,9.1,6.3,8.2,-0.2,-12.1,2.2
O=[N+]([O-])c1cc(Br)c2nsnc2c1N1CCOCC1,-11.2,0.4,0.6,-7.0,8.8,0.3,4.2,-0.3,11.1,4.8
O=C1c2ccccc2NC(c2ccccn2)N1c1ccc(Cl)cc1 (stereo not given),3.8,.,1.3,7.9,2.8,-0.1,3.2,1.1,1.8,-5.8
CCCCNc1nc2ccccc2n1CC(=O)N1CCc2ccccc2C1,-1.2,.,-0.4,1.8,-4.0,8.5,4.5,-0.7,-6.0,1.8
CC1CN=C(NCc2ccncc2)S1 (stereo not given),6.4,.,-0.1,4.8,17.4,-1.1,-3.1,i,-6.1,-3.7
O=C(NC1CCN(C(=O)Nc2ccc(F)cc2)CC1)c1ccccc1F,-0.9,2.9,-0.4,3.4,25.2,-0.1,4.1,-0.2,-1.0,0.8
CCOC(=O)Nc1ccc2c(c1)N(C(=O)N1CCN(C)CC1)c1ccccc1CC2,-2.2,0.8,-0.7,13.7,3.6,3.8,-29.6,-0.3,11.3,5.9
O=C(NCc1ccco1)c1ccc2c(=O)n(CCC3=CCCCC3)c(=O)[nH]c2c1,2.2,.,-2.5,5.4,2.7,-34.3,4.9,i,-1.7,1.3
Cc1ccnc(NC(=O)CCC(=O)N(CC(=O)NCCc2ccccc2)Cc2ccco2)c1,-0.1,.,1.6,2.4,12.0,.,11.1,-3.2,-7.6,-7.2
CC(=O)Nc1cccc(/C(C)=N/Nc2nc3ccccc3s2)c1,-4.8,3.6,0.6,-7.5,-2.2,0.6,14.8,-0.2,.,4.5
O=C(NNc1ccccn1)C(=O)NNS(=O)(=O)c1ccc(F)cc1,-1.4,.,-0.4,-5.6,2.2,-4.4,-7.3,i,7.6,0.9
COc1ccc(OC)c(CN2CCN(C(=O)c3ccc(S(=O)(=O)Nc4ccccc4F)cc3)CC2)c1,-4.6,2.2,-1.6,15.3,.,-0.4,-1.5,-0.6,3.5,.
COc1ccc(Nc2nnc(Cc3ccncc3)c3ccccc23)c(OC)c1,4.9,1.0,0.8,-4.5,31.9,-4.1,13.2,i,1.2,3.6
CCOC(=O)c1ccc(N2C(=O)CC(Sc3nc(C)cc(C)n3)C2=O)cc1 (stereo not given),-8.4,-1.0,1.7,5.9,19.3,.,4.2,-0.5,-2.8,2.3
Cc1oc(/N=C/c2ccccc2)c(C#N)c1C,-7.1,0.6,0.3,5.0,9.4,.,0.8,i,.,3.0
O=C1NCCCCC1NS(=O)(=O)c1ccc(Cl)cc1 (stereo not given),-1.9,1.1,1.2,0.4,18.9,-3.0,3.7,1.8,-14.0,-1.6
COc1cc(Cl)c(C)cc1NC(=O)c1ccccc1-n1cnnn1,-0.9,1.3,-0.5,-8.4,.,0.1,8.3,i,-0.8,.
COc1ccc(CCNC(=O)COc2coc(CN3c4ccccc4CC3C)cc2=O)cc1OC (stereo not given),-1.3,-0.1,1.7,28.9,.,0.9,1.9,i,-1.3,.
O=C(NCCCn1ccnc1)c1cc(C(=O)C2CCCCC2)c[nH]1,-3.4,0.9,1.9,-1.3,35.7,0.1,1.3,-2.7,5.2,-1.6
O=c1[nH]c(SCc2ccccc2F)nc2ccccc12,-1.5,1.0,.,2.9,22.2,-0.1,11.7,-0.4,-24.4,3.3
CCCCNC(=O)CNC(=S)N(Cc1ccccc1F)C1CCCCC1,2.0,-1.4,2.4,1.8,20.6,12.6,6.7,-0.1,13.5,-0.2
C[C@H](NC(=O)c1cc2cc(Cl)ccc2n1C)C(=O)N[C@@H](C(=O)O)c1ccccc1,2.6,-0.7,-0.7,1.5,13.9,-5.3,-1.4,i,-8.0,1.4
CCN(CC(=O)Nc1ccc2c(c1)OCCO2)C(=O)c1ccc(C(F)(F)F)cc1,2.5,2.0,-2.1,-16.5,.,-1.7,0.3,i,5.7,.
COc1ccc(-c2nc3ccccc3c(=O)n2-c2ccc(OC)cc2)cc1,-5.1,0.3,4.1,9.2,29.3,5.1,3.2,1.8,-1.6,-0.5
Cc1ccc(S(=O)(=O)N2CCN(C(=O)COC(=O)CCOc3ccc(C(C)(C)C)cc3)CC2)cc1,-1.2,1.4,-1.1,0.1,.,-1.6,-4.5,-2.0,-5.9,.
Cc1sc(NC(=O)C2CC(Cl)=CCC2C(=O)O)c(C#N)c1C (stereo not given),0.3,-0.5,0.7,4.7,6.9,-1.8,-2.5,i,-2.9,0.0
CC1CN(c2ccc([N+](=O)[O-])cc2C#N)CC(C)O1 (stereo not given),-1.4,0.6,-0.2,-1.0,10.2,7.8,0.6,-0.4,-2.9,-1.0
Oc1ccccc1Oc1ncc(Br)c(Cl)n1,-4.0,0.5,0.7,15.9,.,1.8,-3.6,0.6,-10.9,4.9
Cc1ccc(S(=O)(=O)N2CCOCC2)cc1C(=O)OC1CCOC1=O (stereo not given),.,5.3,-1.9,-6.1,.,.,1.7,-0.3,0.7,.
CCOc1ccc(Cc2nnc(SCC(=O)Nc3ccccc3)n(N)c2=O)cc1,2.7,2.2,-1.3,8.2,.,5.7,0.5,i,5.5,.
COC(c1ccccc1)c1nnc(CCC(=O)N2CCN(CCOc3ccccc3)CC2)o1 (stereo not given),0.2,-0.7,0.5,12.2,18.6,-7.5,0.1,-0.2,-0.3,-0.9
O=C(Nc1ccc(Br)cc1F)c1ccc2nsnc2c1,-0.8,1.8,1.1,4.5,72.9,-7.0,-15.8,-0.2,-10.4,-0.6
COCCn1c(C23CC4CC(CC(C4)C2)C3)n[nH]c1=S,-2.4,.,-0.4,1.1,-17.1,-7.0,-2.4,5.0,4.9,3.3
COc1ccc(CNC(=O)CCN2C(=O)[C@@H]3Cc4ccccc4CN3C2=O)cc1,1.2,1.1,-0.1,2.7,2.3,-11.9,0.6,i,8.3,-2.0
CCOc1ccc(N2C(=O)c3cccnc3C2Nc2ccc(C)c(C)c2)cc1 (stereo not given),-2.2,.,0.2,-7.8,39.1,-3.9,2.3,-0.3,4.8,2.5
COc1cc(CNCCc2c[nH]c3ccccc23)ccc1OCc1ccc(F)cc1,-7.1,.,-0.6,-6.7,-16.4,0.7,16.9,-1.8,39.7*,2.2
Cc1ccc(Cl)c(OCC(=O)OCC(=O)NC2CCCc3ccccc32)c1 (stereo not given),0.3,0.8,-0.3,30.1,22.7,2.9,-17.0,-0.3,-12.8,0.7
CC1CCN(C(=O)/C(=C\c2ccccc2F)NC(=O)c2ccccc2)CC1,2.1,0.8,-0.6,12.6,18.5,7.6,4.2,-0.6,-4.2,-5.4
Cc1cccc(-n2c(C)cc(C(=S)N3CCOCC3)c2C)c1C,-4.4,2.5,-1.9,-0.1,-0.4,-6.8,5.7,-0.1,13.5,0.4
CC(OC(=O)Cc1c(F)cccc1Cl)C(=O)NCCC1=CCCCC1 (stereo not given),2.3,.,-0.7,-7.0,-16.1,-2.4,-5.5,-0.1,-20.2,0.0
COC(=O)c1ccc(S(=O)(=O)N2Cc3ccccc3C2)cc1,5.0,0.3,-0.4,11.1,7.8,5.4,11.7,-0.5,0.4,-3.1
CN(C)/N=C1\CCS(=O)(=O)c2sccc21,-1.9,0.2,-1.9,2.2,-2.8,-1.4,8.7,-0.2,.,0.7
